SNCA viab count = GF-AFC viability counterscreen for inhibitors of alpha-synuclein gene (SNCA) expression | HEK-293-SNCA-luc viability, GF-AFC fluorescence, 24 h | Potency, µM (highest dose often 57.1 µM), for inactives: top-dose activity change, negative = cytotoxicity, actives largely listed as cytotoxic | 150,000 tested, 0.12% active;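 note: potency is the fitted concentration of half-maximal effect; 0% = DMSO-treated cells and -100% = medium-only wells without cells; nearly all actives have a fitted effect of over 30% in size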
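Cytotoxicity counterscreen: after 24 h compound treatment of genome-edited SNCA-luciferase HEK-293 cells, live-cell protease substrate GF-AFC read by fluorescence after 30 min; activity scaled between DMSO (0%) and medium-only (-100%), curves Hill-fitted.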
FLuc inh = Firefly luciferase inhibition profiling of diverse chemical library using quantitative high-throughput screening; purified P. pyralis luciferase, luminescence, biochemical; Potency, µM (series often up to 115 µM), for the others: at the top dose activity change, negative = inhibition, most hits filed as inhibitors; 76,000 tested, 2.5% active; AID 1347043, 2019; note: potency is the fitted concentration of half-maximal effect; nearly all actives have a fitted effect of over 65% in size
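Luminescence read by CCD imager after adding enzyme (10nM final) to wells holding compound, titrated in qHTS. Substrates 10uM each D-luciferin and ATP; buffer 50mM Tris acetate pH 7.5, 10mM Mg acetate, Tween-20, BSA.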
SNCA expr inh = Primary qHTS assay for inhibitors of alpha-synuclein gene (SNCA) expression. HEK-293 SNCA-luciferase knock-in, luminescence, 24 h. Potency, µM (top dose mostly 57.2 µM), for inactives: top-dose activity change, negative = inhibition, most hits filed as inhibitors. 140,000 tested, 0.17% active. AID 1671194, 2021;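 note: potency is the fitted concentration of half-maximal effect; plate controls were DMSO cells for no effect and cell-free wells for full effect; nearly all actives have a fitted effect of over 45% in size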
IP6K1 inh = Primary qHTS assay for small molecule inhibitors of Inositol hexaphosphate kinase 1 (IP6K1). Inositol hexakisphosphate kinase 1 (Homo sapiens), Q92551. IP6K1 kinase, ADP-Glo luminescence, 2 h; active compounds read low. activity change, % (series mostly up to about 58 µM). 140,000 tested, 0.81% active. AID 1645851, 2021; in the data active = activity change below about -25%
Target sequence (Q92551 whole entry, looked up): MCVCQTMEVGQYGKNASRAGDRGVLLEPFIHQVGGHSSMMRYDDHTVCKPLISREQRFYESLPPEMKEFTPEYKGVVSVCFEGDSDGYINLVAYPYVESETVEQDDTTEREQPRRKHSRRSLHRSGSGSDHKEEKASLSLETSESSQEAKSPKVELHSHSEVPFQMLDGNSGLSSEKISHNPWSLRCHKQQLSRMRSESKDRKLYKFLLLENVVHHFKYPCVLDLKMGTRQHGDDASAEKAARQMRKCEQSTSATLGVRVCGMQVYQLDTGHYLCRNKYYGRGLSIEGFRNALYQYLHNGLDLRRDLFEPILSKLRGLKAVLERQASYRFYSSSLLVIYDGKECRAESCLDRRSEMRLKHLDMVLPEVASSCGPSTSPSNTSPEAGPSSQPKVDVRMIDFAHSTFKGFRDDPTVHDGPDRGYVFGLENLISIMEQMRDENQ
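ADP-Glo luminescence measures ADP made by human IP6K1 during a 2 h RT reaction with ATP/IP6 (mix at 1.3 mM/130 uM); top library doses 57.5 and 19.1 uM final.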
GPT2 inh = Primary qHTS assay for inhibitors of Glutamate pyruvate transaminase 2 (GPT2); Alanine aminotransferase 2 (Homo sapiens), Q8TD30; Recombinant GPT2, coupled pyruvate oxidase/HRP Amplex Red fluorescence; Potency, µM (titrated, usually from 57.7 µM), for the others: top-dose activity change, negative = inhibition, most hits filed as inhibitors; 100,000 tested, 0.25% active; AID 1671188, 2021; note: potency is the fitted concentration of half-maximal effect; nearly all actives have a fitted effect of over 60% in size; many of its hits are not listed in these tables
Target sequence (Q8TD30 whole entry, looked up): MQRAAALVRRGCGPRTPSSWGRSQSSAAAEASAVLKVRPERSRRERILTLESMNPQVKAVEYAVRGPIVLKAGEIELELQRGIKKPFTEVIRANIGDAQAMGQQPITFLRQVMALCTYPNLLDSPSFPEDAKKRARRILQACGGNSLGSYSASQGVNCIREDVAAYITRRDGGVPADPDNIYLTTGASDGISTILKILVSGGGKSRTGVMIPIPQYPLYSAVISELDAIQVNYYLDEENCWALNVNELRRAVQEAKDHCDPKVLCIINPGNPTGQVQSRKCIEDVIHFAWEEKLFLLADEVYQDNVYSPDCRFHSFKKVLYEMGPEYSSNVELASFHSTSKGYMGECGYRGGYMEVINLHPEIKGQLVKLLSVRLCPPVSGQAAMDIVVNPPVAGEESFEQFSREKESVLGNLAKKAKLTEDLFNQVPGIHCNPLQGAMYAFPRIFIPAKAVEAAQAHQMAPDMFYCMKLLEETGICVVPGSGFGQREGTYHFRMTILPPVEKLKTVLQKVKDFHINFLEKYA
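Fluorescence of coupled pyruvate oxidase/HRP/Amplex Red system (50uM Amplex, 30 min, dark) reports pyruvate formed by GPT2. Enzyme reaction: 10ng/uL GPT2, 2mM L-alanine, 250uM a-KG, 30 min room temperature, pH 7.5; 50uM AOA control.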
HEK293 tox = Cytotoxic Profiling in HEK 293 Cell Line of Diverse Libraries Using Quantitative High-Throughput Screening; AID 1345083, 2018; Potency, µM (highest dose often 115 µM), inactives show top-dose activity change, negative = cytotoxicity, most hits filed as inhibitors; HEK 293 viability, ATP luminescence (CellTiter-Glo), 48-72 h; 94,000 tested, 6.6% active; note: potency is the fitted concentration of half-maximal effect; nearly all actives have a fitted effect of over 60% in size
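Pintool-delivered compounds were incubated with HEK 293 cells (250 cells/well) at 37 degree Celsius for 48 or 72 hr. ATP-dependent luminescence (CellTiter-Glo) then reported remaining viable cells.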
NIH3T3 tox = Cytotoxic Profiling in NIH 3T3 Cell Line of Diverse Libraries Using Quantitative High-Throughput Screening; NIH 3T3 viability, CellTiter-Glo ATP luminescence, 48-72 h; Potency, µM (series often up to 96.7 µM), for inactives: top-dose activity change, negative = cytotoxicity, most hits filed as inhibitors; 94,000 tested, 4.3% active; note: potency is the fitted concentration of half-maximal effect; nearly all actives have a fitted effect of over 55% in size
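ATP-dependent luminescence (CellTiter-Glo) served as the viability signal for NIH 3T3 cells treated with compound for 48 or 72 hr at 37 °C.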
Numbers without * were called inactive; i = inactive; ? = inconclusive; / = no result given; [ ] = another dose, or the depositor's remark. Unless noted, calls come from the whole dose curve; as a rule, active = well fitted curve in the direction sought with a large enough effect; inconclusive = small, poorly fitted or top-dose-only effect, or another doubt; inactive = no such curve, though single readings can be large; an effect the other way counts as inactive or inconclusive. Unless noted, % is set by controls: 0 for no effect and ±100 for the full control effect.

Every second line gives: SNCA expr inh, NIH3T3 tox, HEK293 tox, SNCA viab count, IP6K1 inh, GPT2 inh, FLuc inh
- CCN1c2cc(C(=O)Nc3ccc(C)c(F)c3)ccc2C(=O)N2CCCCCC21 (centres undefined)
 : -19%, 40µM*, ?, 12%[12.5 µM], 10, 3%, -15%
- CC/C=C/CC1=C(CCCCC(CCC(=O)O)OC(C)=O)CCC1=O (centres undefined)
 : /, /, /, -8%, -4, i, /
- COc1ccc2nc([C@H]3CCN(Cc4ccc5c(c4)OCO5)C3)[nH]c2c1
 : 24%[87.6 µM], ?, ?, 1%[87.6 µM], 2, ?, 8%[172 µM]
- O=C(c1ccccc1Cl)N1CCC2(CC1)NC(=O)N(Cc1ccccc1)C2=O
 : -22%, -11%, -18%, 4%, 8, i, 3%
- Cc1cc2ncc(C(=O)NCCN3CCOCC3)cn2n1
 : -7%[87.6 µM], -2%[138 µM], 2%[172 µM], 8%[87.6 µM], 1, 1%[88.5 µM], /
- CC(C)CN1CCN(C(=O)c2ccc3c(c2)CC(=O)N3Cc2ccc(F)cc2)CC1
 : 25%, ?, ?, 3%, -5, ?, 11%
- COCCC(=O)N1CCC2(CC1)CC(C(=O)N1CCOCC1)N(C)C2 (centres undefined)
 : 2%, -1%, 3%, -15%, 8, 2%, 1%
- O=C(NCc1ccccc1Cl)C1CCN(C(=O)c2ccc(-c3cccs3)cc2)CC1
 : /, 40µM*, ?, /, -4, /, /
- CC(C)CCNC(=O)C1c2ccccc2C(=O)N(Cc2ccccc2)C12CCCC2 (centres undefined)
 : -16%, ?, ?, -9%, 7, -13%, -8%
- O=C1Cc2c(-c3cccc(O)c3)n[nH]c2CN1CC1CC1
 : 8%[87.6 µM], ?, -16%[230 µM], 2%[87.6 µM], -10, 1%[88.5 µM], ?
- COc1ccc(CC(=O)N2CCCN(c3cc(-c4ccc(Cl)cc4)[nH]n3)CC2)cc1
 : -25%, ?, 40µM*, -16%, -4, ?, -4%
- COc1ccc(N2CCN(C(=O)c3cc(S(=O)(=O)N4CCCCCC4)cn3C)CC2)cc1
 : -3%, /, /, 15%, 1, /, /
- COc1cccc(NC(=O)CCC2CCN(C(=O)c3ccccc3)CC2)c1
 : 31%[activator], ?, ?, -11%, 0, i, ?
- CSc1ncc(C(=O)NCc2cccc(Br)c2)c(-c2ccccc2)n1
 : 37%[activator], /, /, ?, -11, /, /
- CN(Cc1ccccc1)C(=O)c1ccnc(-c2nnc3ccc(Nc4ccccc4)nn23)c1
 : -12%[87.6 µM], ?, 20µM*, ?, 6, -11%[88.5 µM], 0%[172 µM]

Next part.
Every second line gives: SNCA expr inh, NIH3T3 tox, HEK293 tox, SNCA viab count, IP6K1 inh, GPT2 inh, FLuc inh
- CCc1cc2c(cc3c(=O)n(CC(=O)NC(C)C)nc(CC)n32)s1
 : -19%, /, /, 9%, -13, /, /
- CN1C(=O)N(C)C2(CCN(CCOc3ccccc3)C2)C1=O (centres undefined)
 : -1%, -4%, 0%, -8%, -3, -5%, 1%
- COc1ccccc1-c1cc(C(=O)Nc2ccc3c(c2)C(=O)N2CCC[C@H]2C(=O)N3)[nH]n1
 : 10%, ?, ?, -4%, -4, -11%, 3%
- Cc1ccc(NC(=O)N2CCC(Oc3ncccc3C(=O)N(C)C)C2)cc1 (centres undefined)
 : 10%, -1%, 8%, 8%, 13, i, -1%
- CCc1ccc2oc(C(=O)Nc3cccc(Cl)c3C)cc(=O)c2c1
 : 66%[activator], /, /, -14%, -15, /, /
- COc1cccc(C(=O)N2CCC(N3C[C@H](O)C[C@H]3C(=O)N3CCN(c4ccccc4)CC3)CC2)c1
 : 26%, -12%, -9%, 3%, 7, -9%, 0%
- Cc1ccc([S+](=O)([O-])N2CCc3nc(C4CC4)nc(-c4ccc(Cl)cc4)c3C2)cc1
 : ?, -17%, 1%, 4%, 12, -5%, 2%
- CCCN(CCC)CCCNC(=O)Cn1cnc2onc(-c3ccc(F)cc3)c2c1=O
 : -12%, /, /, -2%, 4, /, /
- CCCCn1c(=O)n(-c2ccc(Br)cc2F)c(=O)c2c3c(sc21)CN(C(C)=O)CC3
 : ?, /, /, -20%, 9, /, /
- CCCn1c(=O)c2sccc2n2c(CCCC(=O)N3CCN(c4cccc(Cl)c4)CC3)nnc12
 : 0%, /, /, -12%, 24, /, /
- COC(=O)c1ccc(OCC(O)Cn2cnc3cc(C)c(C)cc32)cc1 (centres undefined)
 : 28%, /, /, -30%, -7, /, /
- COc1ccc(NC(=O)c2cc3n(n2)CC(c2ccc4c(c2)OCO4)OC3)c(OC)c1 (centres undefined)
 : -23%, ?, ?, -11%, -4, i, -7%
- O=C(NCC(F)F)C1CCCCN1Cc1ccc(-c2ccsc2)cc1 (centres undefined)
 : 29%, ?, 40µM*, 1%, -9, i, /
- CN(CC#N)C(=O)c1cc(-c2ccc(F)cc2)nc2c1cnn2C
 : /, ?, ?, /, -4, /, /
- O=C(Cn1c(=O)oc2ccccc21)N1CCC2(CC1)CC(OCC1CC1)CCO2 (centres undefined)
 : -14%, -20%, 10%, -3%[12.5 µM], 9, i, 0%

Continuation:
Every second line gives: SNCA expr inh, NIH3T3 tox, HEK293 tox, SNCA viab count, IP6K1 inh, GPT2 inh, FLuc inh
- Cc1ccc(C(=O)NCc2nnc3cc(-c4nc(C)no4)ccn23)cc1
 : 5%, -11%, -2%, -1%, 9, 3%, -1%
- CCC(=O)N1CCc2cc(S(=O)(=O)NCCC(=O)Nc3cccc(SC)c3)ccc21
 : ?, /, /, 2%, 24, /, /
- CCOc1ccccc1CNC(=O)CN1C(=O)C2CCCCN2c2ccc(C(=O)N(C)C)cc21 (centres undefined)
 : 21%, /, /, 3%, 8, /, /
- Cn1c(-n2cccc2)c(-c2c(-c3ccc(F)cc3)[nH]c3c2c(=O)[nH]c(=O)n3C)c(=O)[nH]c1=O
 : -19%, /, /, 2%, -19, /, /
- Cc1ccc(NC(=O)Cn2c(C)cc3nc4n(c(=O)c32)CCC4)c(C)c1
 : 31%[activator], ?, ?, -5%, 2, i, 7%
- CCc1ccc(CNC(=O)CN2C(=O)C(c3ccccc3)=NC23CCCC3)cc1
 : -25%, ?, ?, -20%[12.5 µM], 20, i, -12%
- O=C(COc1ccccc1Cl)OCc1cc(=O)n2nc(C3CCCCC3)sc2n1
 : 23%, /, /, -2%, 2, /, /
- Clc1ccc(-c2nc3ccccn3c2Nc2ccc3c(c2)OCCO3)s1
 : 36%[activator], /, /, 1%, -8, /, /
- CC1=C(C)C(=O)C(CCCCC#CCCCC#CCO)=C(C)C1=O
 : ?, /, /, -10%, -21, ?, /
- CC(C)CNC(=O)N1CCCC(c2nc(-c3cccnc3)no2)CCNC(=O)CC1 (centres undefined)
 : -10%, i, -13%, 3%, 15, -1%, -1%
- COc1cccc(-c2ccc(C(=O)NCCNC(=O)c3ccc4c(c3)OCO4)cc2)c1
 : /, -27%, 79µM*, /, 5, /, /
- COc1cccc([C@@H]2Nc3ccc(C(=O)O)cc3[C@@H]3C=CC[C@@H]32)c1OC
 : -4%, /, /, 1%, -11, /, /
- O=C(C1CCN(c2ncnc3c2nc2n3CCCCC2)CC1)N1CCN(c2cccc(Cl)c2)CC1
 : ?, /, /, -14%, -7, /, /
- COc1ccc(-c2cc(N3CCCC(NC(=O)c4ccc(C)c(F)c4)C3)n[nH]2)cc1 (centres undefined)
 : 0%, ?, ?, -14%, 5, i, -15%
- CCc1nn2c(=O)cc(COC(=O)c3ccccc3NC(=O)COc3ccc(F)cc3)nc2s1
 : 29%, /, /, -4%, 32, /, /

The closing two records of the section above come first, to join the parts:
Every second line gives: SNCA expr inh, NIH3T3 tox, HEK293 tox, SNCA viab count, IP6K1 inh, GPT2 inh, FLuc inh
- COc1ccc(-c2cc(N3CCCC(NC(=O)c4ccc(C)c(F)c4)C3)n[nH]2)cc1 (centres undefined)
 : 0%, ?, ?, -14%, 5, i, -15%
- CCc1nn2c(=O)cc(COC(=O)c3ccccc3NC(=O)COc3ccc(F)cc3)nc2s1
 : 29%, /, /, -4%, 32, /, /
- CC(C)n1c(=O)c(C(=O)NC2CC3CCC(C2)N3C[C@@H](O)CN(C)S(C)(=O)=O)cc2ccccc21 (some centres undefined)
 : /, /, /, -24%, 21, 3%, /
- Cc1ccc(C(=O)N2CCC(Oc3ccccc3-c3nc(-c4ccncc4)no3)C2)cn1 (centres undefined)
 : 44%[activator], -6%, -3%, -16%, 9, i, 8%
- O=C(CCC1CCN(C(=O)c2ccccc2F)CC1)NC1CC1
 : 93%[activator], -1%, ?, -5%, -5, -2%, ?
- CC(C)Oc1ccc(CNC(=O)C(C)n2ccc3cc(S(=O)(=O)N4CCCCCC4)ccc32)cc1 (centres undefined)
 : -27%, /, /, -6%, -5, /, /
- O=C(c1cccs1)N1CCn2c(nnc2[C@@H]2C[C@@H](O)CN2Cc2ccccc2)C1
 : 6%, -12%, -3%, 6%[12.5 µM], -7, -2%, 5%
- COc1ccc(N2CC3(COCC2=O)CN(c2ccc(C(F)(F)F)cn2)C3)cn1
 : 9%[87.6 µM], 40µM*, -20%[172 µM], 1%[87.6 µM], 11, -10%[88.5 µM], 8%[172 µM]
- COc1ccc(CN2CCCOC(CN3CCCCC3)C2)cc1C(=O)O (centres undefined)
 : -4%, 0%, -1%, 0%, -12, i, 3%
- COc1ccc(Cl)cc1N(C)C(=O)Cc1noc2ccc(C)cc12
 : ?, /, /, 11%, -3, /, /
- COCCCNc1ncc(C(=O)O)c(-c2ccccc2)n1
 : -21%, -10%, 11%, 1%, 5, i, -2%

Looked up above:
COc1ccc(N2CC3(COCC2=O)CN(c2ccc(C(F)(F)F)cn2)C3)cn1 in HEK293 tox shows -20%[172 µM]
COc1ccc(Cl)cc1N(C)C(=O)Cc1noc2ccc(C)cc12 in SNCA viab count shows 11%

Record cards (already shown). Values in the order: SNCA expr inh | NIH3T3 tox | HEK293 tox | SNCA viab count | IP6K1 inh | GPT2 inh | FLuc inh
Listed for COc1ccc(N2CC3(COCC2=O)CN(c2ccc(C(F)(F)F)cn2)C3)cn1 = 9%[87.6 µM] | 40µM* | -20%[172 µM] | 1%[87.6 µM] | 11 | -10%[88.5 µM] | 8%[172 µM]
Listed for O=C(c1cccs1)N1CCn2c(nnc2[C@@H]2C[C@@H](O)CN2Cc2ccccc2)C1 = 6% | -12% | -3% | 6%[12.5 µM] | -7 | -2% | 5%
Listed for COc1ccc(Cl)cc1N(C)C(=O)Cc1noc2ccc(C)cc12 = ? | / | / | 11% | -3 | / | /

A portion of the library; count on the stated rates, not on these rows.
